MBNL1 CUG block: MBNL1-poly(CUG) RNA binding inhibition; Q9NR56; TR-FRET MBNL1-His/biotin-(CUG)12 binding, 665/545 ratio; Potency, µM (series often up to 57.5 µM), for the others: top-dose activity change, negative = inhibition, actives largely listed as inhibitors; 0.036% of 280,000 active; active = well fitted inhibition curve with a large enough effect in the signal ratio, with a control signal flat, not every such curve was filed as active; inconclusive = small, poorly fitted or top-dose-only effect, or effect the other way, or a change in a side signal; inactive = no such curve, though single readings can be large or run the other way; the % refers to the signal ratio; also: potency is read from the fitted curve at half-maximal effect; % is scaled to controls: 0 for no effect and ±100 for the full control effect
Target sequence (Q9NR56 whole entry, looked up): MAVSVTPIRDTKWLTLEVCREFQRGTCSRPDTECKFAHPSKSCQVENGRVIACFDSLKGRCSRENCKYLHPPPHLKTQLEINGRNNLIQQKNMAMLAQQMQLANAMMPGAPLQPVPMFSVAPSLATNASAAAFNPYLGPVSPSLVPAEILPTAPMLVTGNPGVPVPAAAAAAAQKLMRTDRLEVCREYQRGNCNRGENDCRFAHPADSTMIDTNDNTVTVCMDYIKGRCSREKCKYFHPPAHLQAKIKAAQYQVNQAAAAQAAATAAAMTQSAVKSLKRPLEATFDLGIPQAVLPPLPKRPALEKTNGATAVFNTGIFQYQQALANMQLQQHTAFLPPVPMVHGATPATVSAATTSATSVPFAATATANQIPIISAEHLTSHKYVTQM
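Compounds (final 92 nM to 58 uM) are added to His-tagged MBNL1 and biotin-(CUG)12, then terbium anti-His antibody and streptavidin-XL665 (5 nM final). After 60 min at room temperature, the 665/545 nm ratio is read.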
GALK inhibitor: blocks human galactokinase activity | Purified GALK, Kinase-Glo residual ATP luminescence | Potency, µM (series often up to 57.5 µM), inactives show top-dose activity change, negative = inhibition, actives largely listed as inhibitors | 0.007% of 270,000 active | AID 1868; also: potency is read from the fitted curve at half-maximal effect; % is scaled to controls: 0 for no effect and ±100 for the full control effect
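Human GALK (5 nM) with 35 uM ATP and 100 uM galactose in 20 mM HEPES pH 8.0, 5 mM MgCl2, 60 mM NaCl, 1 mM DTT, 0.01% BSA. After 1 h at room temperature, leftover ATP was read by Kinase-Glo Plus luminescence.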
a7 integrin act: integrin-mediated muscular dystrophy alleviation activation; alpha7betagal myoblasts, beta-gal FDG fluorescence, 48 h; Potency, µM (doses to about 38.3 µM), without a hit: at the top dose activation, usual class: activators; 0.064% of 350,000 active;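 also: potency is read from the fitted curve at half-maximal effect; 100% = response of the positive control SU9516; nearly all actives have a fitted effect of over 60% in size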
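alpha7betagal+/- myoblasts (passage 13, 250/well) treated 48 h at 37C with compounds at 1:260 dilution of DMSO stock. Lysed, then beta-galactosidase activity read as FDG fluorescence (ex 480/em 540) after 30 min, with pre-read for autofluorescence.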
TRPV1 agonist: activates the human vanilloid receptor TRPV1; TRPV1-expressing cells, Fluo-8 calcium influx, agonist mode; activation, % at 8.33 µM; 0.19% of 320,000 active; Q8NER1; in the data active = activation above about 80%; inconclusive = between about 30% and that limit; also: 0% is about no effect
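TRPV1-expressing cells were cultured overnight at 35.5C and loaded with Fluo-8 calcium dye for 40 to 90 min at room temperature. After a 10 s baseline, compound was added and calcium influx was read kinetically for 3 min (ex 480/em 520 nm).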
FBPA coupling cs: coupling enzyme interference in Giardia aldolase counter-screen; coupling enzyme system counterscreen, AmpLite Red fluorescence; activity change, negative = inhibition, % at 58.2 µM, hits read low; 0.67% of 290,000 active; in the data active = activity change below about -30%; also: % is scaled to controls: 0 for no effect and ±100 for the full control effect
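Fluorescence at 525 nm excitation and 598 nm emission measured inhibition of the coupled detection system without aldolase. Compounds (at 57.5 uM final) were preincubated 10 min at room temperature with coupling enzyme reagent before a 20 min substrate/AmpLite Red step.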
KCNH2 3.1 block: inhibitors of human KCNH2 3.1 potassium channel isoform. U2OS KCNH2 3.1, thallium flux FluxOr; active compounds read low. activity change, % (tested at about 1.8 µM). 0.95% of 340,000 active;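 active = maximum activity change below -70%; inconclusive = maximum activity change from -70% to -50%; inactive = maximum activity change above -50%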;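 also: thallium influx rate constant from kinetic fluorescence after stimulation buffer; % is scaled to controls: 0 for no effect and ±100 for the full control effect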
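FluxOr-based Tl+ influx in U2OS cells transduced with KCNH2 3.1 virus; rate constants normalized to DMSO controls.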
ASM inhibitor: human S-ASM enzyme inhibition. P17405. Potency, µM (titrated, usually from 57.5 µM), inactives show at the highest dose activity change, negative = inhibition, most hits filed as inhibitors. placental ASM, HMU-PC fluorogenic substrate, 60 min. 0.006% of 340,000 active; also: potency is read from the fitted curve at half-maximal effect
Target sequence (P17405 47-631 limits assumed): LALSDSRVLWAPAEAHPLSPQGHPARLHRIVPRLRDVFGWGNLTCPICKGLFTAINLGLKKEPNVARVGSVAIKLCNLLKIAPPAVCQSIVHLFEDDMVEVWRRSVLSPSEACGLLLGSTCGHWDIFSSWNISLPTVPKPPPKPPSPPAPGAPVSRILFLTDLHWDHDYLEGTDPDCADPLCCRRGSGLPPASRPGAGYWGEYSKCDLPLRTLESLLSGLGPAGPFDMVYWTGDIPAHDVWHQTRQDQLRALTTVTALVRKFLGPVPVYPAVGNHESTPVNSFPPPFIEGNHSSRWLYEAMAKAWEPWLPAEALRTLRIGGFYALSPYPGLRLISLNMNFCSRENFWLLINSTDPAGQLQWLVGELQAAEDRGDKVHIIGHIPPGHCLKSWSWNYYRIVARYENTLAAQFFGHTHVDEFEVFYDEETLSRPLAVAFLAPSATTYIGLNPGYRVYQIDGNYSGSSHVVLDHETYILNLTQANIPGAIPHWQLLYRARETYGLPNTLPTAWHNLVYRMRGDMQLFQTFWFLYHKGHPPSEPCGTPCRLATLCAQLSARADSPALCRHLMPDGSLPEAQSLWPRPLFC
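Human placenta-derived ASM preincubated with compound 10 min at room temperature, then reacted with 9 uM (final) fluorogenic HMU-PC substrate for 60 min at 37 C. Stop solution raises pH to 10; fluorescence read at Ex 386/Em 447 nm.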
MLL CXXC-DNA inh: blocks binding of human MLL CXXC domain to DNA | Q03164 | MLL-CXXC / FITC-HOXA9 DNA fluorescence polarization | Potency, µM (series often up to 115 µM), without a hit: top-dose activity change, negative = inhibition, hits mostly inhibitors | 0.037% of 290,000 active | AID 2662; active = well fitted inhibition curve with a large enough effect in the polarisation, with a control signal flat, not every such curve was filed as active; inconclusive = small, poorly fitted or top-dose-only effect, or effect the other way, or a change in a side signal; inactive = no such curve, though single readings can be large or run the other way; the % refers to the polarisation; also: potency is read from the fitted curve at half-maximal effect
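Fluorescence polarization: 7 uM MLL-CXXC (stock) preincubated 5 min with compounds, then 50 nM fluorescein-HOX-A9 DNA (stock) added; 30 min ambient. Buffer 50 mM Tris-HCl pH 7.5, 50 mM NaCl, 1 mM DTT, 0.05% BSA.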
hERG WT inh: KCNH2 (human, wildtype) channel inhibition; Q12809; activity change, % at 1.84 µM; 0.37% of 340,000 active; U2OS, BacMam KCNH2, thallium flux FluxOr; active compounds read low;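 active = maximum activity change below -70%; inconclusive = maximum activity change between -70% and -50%; inactive = maximum activity change above -50%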; also: % is scaled to controls: 0 for no effect and ±100 for the full control effect
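U2OS cells were transduced with wild-type KCNH2 virus (2.03 x 10^8 / mL) for 4 h at room temperature, then cultured overnight at 37 C. Thallium flux was read with FluxOr dye. Rate constants were normalized to DMSO controls.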
AT treatment: potential ataxia-telangiectasia treatments restoring KAP-1 phosphorylation; […] A-T fibroblasts, KAP-1 phosphorylation AlphaLISA; neocarzinostatin DNA damage 30 min before lysis; Potency, µM (titrated, usually from 57.5 µM), for inactives: top-dose activation, actives largely listed as activators; 0.19% of 320,000 active; AID 485349; also: potency is read from the fitted curve at half-maximal effect; % of control where 0% means no effect; nearly all actives have a fitted effect of over 45% in size
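hTERT-immortalized A-T patient fibroblasts ([…]), 500 cells/well in OPTI-MEM, 1% FBS, got compounds for 60 min, then NCS for 30 min at 37C. Lysates were then assayed for phospho-KAP-1 by AlphaLISA (anti-pKAP1 donor, anti-KAP1 acceptor beads), 6 hr at 25C.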
An asterisk follows results filed as active; i = inactive; ? = inconclusive; nt = not tested or not shown; [ ] = dose if it differs, or a comment. Unless noted, calls follow the shape of the dose curve; as a rule, active = well fitted curve in the direction sought with a large enough effect; inconclusive = small, poorly fitted or top-dose-only effect, or another doubt; inactive = no such curve, though single readings can be large; an effect the other way counts as inactive or inconclusive.

Below each compound: MBNL1 CUG block	GALK inhibitor	a7 integrin act	TRPV1 agonist	FBPA coupling cs	KCNH2 3.1 block	ASM inhibitor	MLL CXXC-DNA inh	hERG WT inh	AT treatment
- N#CC1=C(N)Oc2cc3ccccc3cc2C1c1cccnc1 (configuration not stated)
    4%	-2%	-11%	18	-8	14	0%	-6%	1	14%
- COc1ccc(C2/C(=C(\O)c3ccc(OC)c(Cl)c3)C(=O)C(=O)N2CCN(C)C)cc1 (configuration not stated)
    14%	9%	-15%	-4	3	5	2%	2%	-3	4%
- CCCC12CN3CCN(CC(C3)/C1=N\NC(=O)c1ccccc1N)C2
    0%	-3%	-10%	-2	5	-5	36%[activator]	-7%	-2	7%
- Cc1ccc(-c2nc(CN3CCCC(C(=O)N4CCOCC4)C3)c(C)o2)cc1 (configuration not stated)
    -8%	4%	-34%	?	-1	5	6%	-2%	-7	4%
- CCCCOC(=O)Nc1ccc(C(=O)OCCC)cc1
    -1%	6%	-24%	?	2	-20	-5%	2%	12	12%
- COC(=O)Cn1cnc2c(nnn2-c2ccc(C)cc2)c1=O
    3%	-1%	-12%	-3	5	-6	-1%	0%	10	-8%
- CCc1nc2ccccc2n1CC(C)C(=O)O (configuration not stated)
    -4%	1%	2%	7	4	1	2%	1%	-9	-4%
- CN(Cc1cnccn1)Cc1nc(Cc2cccc(F)c2)no1
    -6%	0%	-25%	-2	1	13	9%	0%	-2	-2%
- O=C(CN(Cc1ccco1)C(=O)c1cc(=O)[nH]c2ccccc12)Nc1ccccc1C(F)(F)F
    1%	1%	0%	6	2	-8	5%	-7%	2	-5%
- N#Cc1nc(COc2ccc(Cl)cc2)oc1N1CCCC1
    2%	4%	20%	22	2	8	-6%	1%	28	10%
- Cc1ccc(NS(=O)(=O)c2cc3[nH]c(=O)c(=O)[nH]c3cc2C)c(C)c1
    8%	nt	-6%	0	1	2	-4%	nt	19	1%
- O=C(CCNC(=O)c1ccc([N+](=O)[O-])cc1)Nc1cccc(S(=O)(=O)N2CCOCC2)c1
    nt	nt	?	-3	nt	-23	-1%	nt	-5	-8%
- COc1ccccc1C(=O)COC(=O)CN1C(=O)C2CC=CCC2C1=O (configuration not stated)
    nt	nt	14%	-1	nt	-8	3%	nt	5	2%
- COc1cccc(NC(=O)CS(=O)(=O)Cc2nc(-c3ccc(C)cc3)oc2C)c1
    2%	14%	-9%	20	0	6	-21%	1%	-23	8%
- CCCCN(Cc1ccccc1)C(=O)CCN1C(=O)C2C3C=CC(C3)C2C1=O (configuration not stated)
    -6%	-1%	-15%	-1	-2	-5	-1%	3%	10	4%

(next part)
Below each compound: MBNL1 CUG block	GALK inhibitor	a7 integrin act	TRPV1 agonist	FBPA coupling cs	KCNH2 3.1 block	ASM inhibitor	MLL CXXC-DNA inh	hERG WT inh	AT treatment
- Cc1cccc(C(=O)NNC(=O)c2ccc(-c3ccccc3)cc2)c1
    2%	4%	-12%	3	2	-11	-2%	25%	4	4%
- NC(=Nc1ccc(N)cc1)C(N)=Nc1ccc(N)cc1
    ?	-2%	-16%	-4	-9	10	3%	7%	-2	-2%
- Cc1[nH]c(=O)c(C#N)c(C)c1[N+](=O)[O-]
    6%	5%	0%	-4	12	11	3%	9%	21	9%
- O=C(NNC(=O)c1cc(Br)c(Br)s1)c1ccncc1
    nt	nt	13%	0	nt	0	-2%	nt	0	-5%
- CC(=O)c1ccc(NC(=O)C(C)Sc2nnc(C3CC3)n2C2CC2)cc1 (configuration not stated)
    nt	nt	21%	0	nt	-4	3%	nt	-11	-5%
- CCOCCCNCc1ccc(OCc2ccc(F)cc2)c(OC)c1
    -7%	0%	-40%	6	3	?	0%	-11%	35	0%
- COc1ccc(CC(=O)N/N=C/c2cccn2-c2ccc([N+](=O)[O-])cc2)cc1OC
    ?	0%	3%	17	0	-9	-5%	0%	-6	-3%
- CC(NC(=O)CSc1ccccc1)c1ccccc1 (configuration not stated)
    -2%	1%	-51%[inhibitor]	7	0	-11	-1%	-1%	-7	4%
- C=CCSc1nc2sc(-c3ccccc3)cc2c(=O)n1N
    10%	1%	20%	6	2	-30	12%	-9%	2	4%
- CC(CN1CCN(CC(C)C(=O)c2ccccc2)CC1)C(=O)c1ccccc1 (configuration not stated)
    nt	nt	-17%	nt	nt	16	0%	nt	7	nt
- CCOC(=O)Cn1c(=O)c2c(nc3n2CC(C)CN3Cc2ccccc2)n(C)c1=O (configuration not stated)
    3%	7%	7%	?	-8	-11	-1%	22%	-1	-2%
- COCCNC(=O)c1cccc(OC2CCN(Cc3cccc(C(C)=O)c3)CC2)c1
    2%	-3%	18%	-1	0	-33	5%	-11%	-5	2%
- Cc1ccc(O)c(CNn2cnnc2)c1
    8%	2%	7%	-1	2	2	1%	0%	10	-2%
- COC(=O)c1ccccc1NC(=O)c1ccc(NS(C)(=O)=O)cc1
    5%	1%	17%	1	-3	-18	0%	-1%	0	-7%
- O=C1CC(=O)C(n2cncn2)C(c2cccc(Cl)c2)C1 (configuration not stated)
    -4%	4%	10%	-4	6	25	4%	-9%	-2	0%

(continued)
Below each compound: MBNL1 CUG block	GALK inhibitor	a7 integrin act	TRPV1 agonist	FBPA coupling cs	KCNH2 3.1 block	ASM inhibitor	MLL CXXC-DNA inh	hERG WT inh	AT treatment
- CCOc1ccc(N2CC(C(=O)Nc3ccccc3C(=O)NC3CC3)CC2=O)cc1 (configuration not stated)
    1%	1%	-29%	1	2	-36	-18%	12%	31	3%
- Cn1nc(C(C)(C)C)c([N+](=O)[O-])c1C(=O)Nc1ccc(Br)cc1
    2%	-7%	12%	?	-5	-17	-10%	2%	1	8%
- Cc1ccccc1OCC(=O)N(Cc1ccc(N(C)C)cc1)C1CCS(=O)(=O)C1 (configuration not stated)
    -6%	7%	-13%	-1	-1	8	-2%	4%	-3	-1%
- CCN1CCN(S(=O)(=O)c2ccc(Cl)c(C(=O)N(CC)CC(=O)Nc3ccc(OC)cc3)c2)CC1
    -2%	-2%	-3%	-1	nt	0	2%	-7%	4	7%
- O=C(Oc1c(-c2ccccc2Cl)oc2ccccc2c1=O)c1ccc(Cl)cc1
    -6%	1%	-12%	4	-1	9	-4%	2%	-16	14%
- O=C(O)CSc1ncnc2sc3c(c12)CCC3
    -12%	-3%	18%	-1	nt	19	3%	-2%	17	1%
- C=CC[C@]12CCc3sccc3C1N(c1ccc(C(=O)OCC)cc1)C2=O (some centres not stated)
    nt	nt	2%	6	nt	5	-11%	nt	-12	3%
- Cc1ccc(C(=O)NC2CC(C)(C)NC(C)(C)C2)cc1S(=O)(=O)N1CCCCC1
    nt	nt	-39%	-2	nt	1	3%	nt	-4	2%
- CC(=O)Nc1nnc(CCS(=O)(=O)c2ccc(Cl)cc2)s1
    -3%	3%	10%	0	1	-7	3%	4%	-8	-7%
- Cn1ncc2c(NNC(=O)c3ccc(Cl)cc3Cl)ncnc21
    6%	0%	-13%	-1	-12	32	1%	-9%	6	7%
- CCc1ccc(CNC(=O)C2CCN(S(=O)(=O)N3CC(C)CC(C)C3)CC2)cc1 (configuration not stated)
    -3%	-2%	-8%	-4	9	-18	2%	?	-19	-5%
- COC(=O)c1ccc(-c2ccc(/C=N/NC(=O)Cc3nnc(N)s3)o2)cc1
    ?	0%	13%	3	-4	5	i	12%	8	2%
- O=C(CN1C(=O)NC2(CCCCC2)C1=O)NCC(=O)Nc1ccc(F)c(F)c1
    nt	nt	15%	0	nt	12	nt	nt	-2	-5%
- COc1cc(OC)c(C(=O)OCC(=O)Nc2c(C)n(C)n(-c3ccccc3)c2=O)cc1OC
    nt	nt	18%	-4	nt	-1	0%	nt	-1	?
- COCCCN(C(=S)NC(=O)c1ccc(C(C)(C)C)cc1)c1c(N)n(Cc2ccccc2)c(=O)[nH]c1=O
    nt	0%	17%	-2	2	2	10%	8%	-1	13%

(continued)
Below each compound: MBNL1 CUG block	GALK inhibitor	a7 integrin act	TRPV1 agonist	FBPA coupling cs	KCNH2 3.1 block	ASM inhibitor	MLL CXXC-DNA inh	hERG WT inh	AT treatment
- O=C(CCN1C(=O)[C@@H]2Cc3ccccc3CN2C1=O)N[C@@H](C(=O)O)c1ccccc1
    3%	nt	-8%	2	0	-8	-3%	1%	-9	3%
- CC1CCCCC1NS(=O)(=O)CCNC(=O)c1ccccc1 (configuration not stated)
    nt	nt	1%	-3	nt	-5	3%	nt	-4	7%
- O=c1ccc2cc(S(=O)(=O)Nc3ccc(F)cc3)ccc2o1
    5%	0%	7%	0	0	-1	3%	-6%	3	7%
- C=CCN1CCN(C(=O)c2cc3c(s2)CCCC3)CC1
    3%	-1%	0%	0	nt	-3	7%	16%	2	0%
- COc1cc(/C=N/NC(=O)c2cccc(NC(=O)c3ccccc3C)c2)ccc1O
    13%	5%	0%	0	-4	8	0%	-3%	-8	-8%
- COc1ccc(CCNC(=O)COC(=O)c2cccs2)cc1
    nt	nt	-20%	-1	nt	-1	0%	nt	-8	15%
